# SSB-PriA inh: inhibitors of Klebsiella pneumoniae PriA binding to SSB C-terminal tail, primary screen, biochemical, AlphaScreen; PriA–SSB C-terminal tail interaction (Klebsiella pneumoniae); AlphaScreen SSBct-PriA binding, biotinylated peptide; inhibition, % at 33 µM; 430,000 tested, 0.6% active; in the data active = inhibition mostly above about 37%, no sharp cut-off; inactive = mostly below about 20%;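 also: plate controls were negative control peptide for no effect and reference peptide for full effect; strong numbers were not always called active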
# SARS 3CLpro inh: SARS-CoV 3CLpro protease inhibitors, primary screen, biochemical, quenched FRET; Replicase polyprotein 1ab (Severe acute respiratory syndrome coronavirus), P0C6X7; recombinant SARS-CoV 3CLpro, quenched FRET peptide cleavage; inhibition, % at 6 µM; 290,000 tested, 0.14% active; AID 1706, 2009; in the data active = inhibition above about 12%
# PrPC TRFRET: inhibitors of human cell surface prion protein PrPC, primary screen, cell-based, TR-FRET. TR-FRET read-out. inhibition, % at 13.8 µM. 370,000 tested, 0.43% active. AID 720596, 2013; in the data active = inhibition above about 24%; also: 0% = median of the test wells and 100% = reference compound wells
# BH1578 lux ind: inducers of Vibrio cholerae quorum light production without autoinducers, primary screen, BH1578 luxS cqsA deficient, single point; V. cholerae BH1578 lux reporter, luminescence, 6 h; activation, % at 18.7 µM; 350,000 tested, 0.16% active; in the data active = activation mostly above about 9.7%, no sharp cut-off; also: not every result past the cut was called active; inactives centre near 0; reference of the scale not given here
# CCHFV vOTU inh: CCHFV vOTU protease inhibitors, primary screen, biochemical, Pep-AMC substrate, fluorescence | AID 651958, 2012 | Crimean-Congo hemorrhagic fever virus L polyprotein viral ovarian tumor (vOTU) protease … | inhibition, % at 11.5 µM | 370,000 tested, 0.55% active; in the data active = inhibition above about 30%; also: 0% = vehicle wells with enzyme and 100% = no enzyme wells
# DUSP3 inh: VHR1 phosphatase inhibitors, primary screen, biochemical, absorbance, uHTS; Dual specificity protein phosphatase 3 (Homo sapiens), P51452; recombinant VHR phosphatase, pNPP absorbance; 290,000 tested, 0.52% active; AID 1654, 2009; inhibition, % at 13.3 µM; in the data active = inhibition above about 50%; also: some compounds called inactive have numbers as strong as hits
# Target sequence (P51452 whole entry, looked up): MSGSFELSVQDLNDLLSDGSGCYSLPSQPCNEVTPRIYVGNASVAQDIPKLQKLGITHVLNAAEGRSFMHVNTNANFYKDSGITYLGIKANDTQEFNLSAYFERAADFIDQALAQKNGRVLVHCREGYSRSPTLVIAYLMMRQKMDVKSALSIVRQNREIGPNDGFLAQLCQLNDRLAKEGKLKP
# TcdB GH inh: TcdB glycohydrolase inhibitors, primary screen, biochemical, single point, plate reader | TcdB glycohydrolase enzymatic assay | inhibition, % at 9.99 µM | 350,000 tested, 0.24% active | AID 652162, 2013; in the data active = inhibition above about 10%
# Yp Topo-I inh: Yersinia pestis topoisomerase I inhibitors, primary screen, biochemical, cleavage product accumulation, plate reader, single point. DNA topoisomerase I (Yersinia pestis CO92). Y. pestis Topo-I cleavage product accumulation. activity, % at 10 µM. 360,000 tested, 0.064% active; in the data active = activity above about 50%, passing the limit was not always enough; also: inactives centre near 2
# Rv3671c inh: Rv3671c serine protease inhibitors, primary screen, biochemical, fluorescence polarization, M. tuberculosis H37Rv | 320,000 tested, 0.048% active | P9WHR9 | inhibition, % at 5.96 µM; in the data active = inhibition above about 38%;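 also: extracellular domain of Rv3671c used as enzyme; 0% = enzyme with DMSO and 100% = no enzyme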
# Target sequence (P9WHR9 whole entry, looked up, the tested form may be a part): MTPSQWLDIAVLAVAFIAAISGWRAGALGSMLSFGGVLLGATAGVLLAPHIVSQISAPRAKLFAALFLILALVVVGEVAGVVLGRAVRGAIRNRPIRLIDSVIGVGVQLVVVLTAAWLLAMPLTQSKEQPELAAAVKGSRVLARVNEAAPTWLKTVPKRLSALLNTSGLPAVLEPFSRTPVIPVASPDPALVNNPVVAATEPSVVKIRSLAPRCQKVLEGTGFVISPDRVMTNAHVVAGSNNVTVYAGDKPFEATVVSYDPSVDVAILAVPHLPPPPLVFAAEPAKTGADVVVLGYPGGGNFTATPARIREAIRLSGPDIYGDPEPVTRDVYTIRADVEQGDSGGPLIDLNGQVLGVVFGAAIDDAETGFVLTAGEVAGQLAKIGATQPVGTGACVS
# MazF activator: activators of E. coli MazEF toxin-antitoxin RNase, primary screen, biochemical, fluorescence, uHTS; Endoribonuclease toxin MazF (Escherichia coli (strain K12)), P0AE70; FAM/BHQ RNA-DNA oligo cleavage fluorescence, 5 h; activation, % at 20 µM; 350,000 tested, 0.32% active; in the data active = activation above about 50%
# Target sequence (P0AE70 whole entry, looked up): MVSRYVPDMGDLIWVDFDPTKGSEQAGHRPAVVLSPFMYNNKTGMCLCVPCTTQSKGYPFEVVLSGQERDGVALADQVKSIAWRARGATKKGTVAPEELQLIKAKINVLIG
# Numbers without * were called inactive; i = inactive; x = no result given; & = joins results of further samples.
SMILES	SSB-PriA inh	SARS 3CLpro inh	PrPC TRFRET	BH1578 lux ind	CCHFV vOTU inh	DUSP3 inh	TcdB GH inh	Yp Topo-I inh	Rv3671c inh	MazF activator
CN1CCN(C(=O)C2CCN(S(=O)(=O)c3ccc4c(c3)oc(=O)n4C)CC2)CC1	-7	1	1	-0.2	-5	3	-0.2	-2	2	5
Cc1cc(C(=O)CCC(=O)Nc2ccc(C(N)=O)cc2)c(C)s1	x	x	2	-0.7	2	x	1.4	-8	x	10
O=C(NCC(c1ccco1)N1CCc2ccccc2C1)c1cccc(F)c1 (stereo unspecified)	1	x	4	-0.3	-3	x	0.9	10	-5	10
CC1CCCCC1NC(=O)C1CCN(S(=O)(=O)N2CCCCCC2)CC1 (stereo unspecified)	-14	-3	5	-0.3	-3	11	x	-3	-9	-1
CCn1c(CC(=O)Nc2ccc(C)c(Cl)c2)nnc1SCC(=O)Nc1nc(C)cs1	-16	-2	4	-0.9	13	11	x	-2	-11	-37
CC(Oc1ccc(Br)cc1)C(=O)N1CCC(C(N)=O)CC1 (stereo unspecified)	-20	-1	-8	1.0	-9	20	0.3	5	-7	-9
Cc1ccccc1OCCC(=O)OCC(=O)NCCNC(=O)COC(=O)CCOc1ccccc1C	-12	x	-6	i	-3	x	1.4	26	-8	3
O=C(C(=C1N(Cc2ccc(Cl)nc2)CCN1Cc1ccc(Cl)nc1)[N+](=O)[O-])C(Cl)Cl	-12	-3	-3	-2.6	-14	14	0.7	-4	2	0
N#CNC(=Nc1ccc(Cl)cc1)Oc1ccccc1	-2	0	13	-0.3	-13	16	2.2	5	2	-3
O=C(C(=O)N1CCOCC1)c1cn(CC(=O)N2CCCCC2)c2ccccc12	4	4	5	i	-11	26	-0.1	6	-2	7
c1ccc(OCCCCn2cnc3ccccc32)cc1	-7	1	9	-12	13	-1	x	6	0	-2
CCOC(=O)C(NC(C)=O)C(O)c1ccc([N+](=O)[O-])cc1 (stereo unspecified)	-10	-1	-2	i	-9	12	-0.6	4	-1	9
CCc1ccccc1NC(=O)CNC(=O)c1ccccc1OCc1c(C)noc1C	-14	x	3	-1.2	4	x	1.8	-7	16	0
O=C(/C=C/c1ccccc1Cl)NC1CCS(=O)(=O)C1 (stereo unspecified)	-16	0	-7	i	-2	-4	1.0	5	-5	6
CC1CC(C)CN(S(=O)(=O)c2ccc(C(=O)Nc3nnc(-c4cccs4)o3)cc2)C1 (stereo unspecified)	4	-4	-4	6.2	12	8	x	5	-6	-6
CCC/C=N/O	x	x	-3	-0.1	-7	x	0.0	-1	3	5
COc1cc(/C=N/NC(=O)Nc2cccc3nsnc23)cc(OC)c1OC	i	0	3	i	15	13	x	2	x	7
CN1C2CCC1CC(NC(=O)CSc1ccc(Cl)cc1)C2 (stereo unspecified)	-4	-6	10	-0.4	-4	3	0.5	-10	-8	0
Cc1onc(-c2ccncc2)c1C(=O)O	-1	-7	-2	i	-4	39	x	-6	-8	4
COc1ccccc1-c1cn[nH]c1-c1ccc(OCc2ccc(F)cc2)cc1O	1	6	-7	-0.3	21	-12	0.2	6	4	-6

# Next section:
SMILES	SSB-PriA inh	SARS 3CLpro inh	PrPC TRFRET	BH1578 lux ind	CCHFV vOTU inh	DUSP3 inh	TcdB GH inh	Yp Topo-I inh	Rv3671c inh	MazF activator
O=C1c2ccccc2CCCC12N=NCC2c1cccc2ccccc12 (stereo unspecified)	-8	-2	4	-0.3	1	21	x	5	-2	-3
COc1ccc(CCNC(=O)CSC(=O)c2ccccc2)cc1OC	14	2	-7	-0.2	-9	-3	-1.3	11	6	2
CC(=O)c1c(C)[nH]c(C(=O)NCc2cccc(Cl)c2)c1C	-6	5	7	i	17	22	-0.3	2	3	-3
COc1cccc(-c2csc(N3CCN(C(=O)C4CCCCC4)CC3)n2)c1	0	1	-3	i	5	14	x	-3	-2	1
O=C(COC(=O)c1ccccn1)NCCCc1ccccc1	-7	0	-1	i	-7	29	x	5	-7	0
COc1ccc(CCNC(=O)CNC(=O)c2ccc3c(c2)OCO3)cc1OC	2	4	2	i	-3	26	0.8	7	2	4
CCN(c1cccc(C)c1)S(=O)(=O)c1c(C)[nH]c(C)c1C(=O)N1CCCCC1	3	1	-3	-0.5	10	-22	0.0	-8	3	3
COc1ccc(C(=O)OCC(=O)c2c(N)n(C)c(=O)n(C)c2=O)cc1OC	-9	0	-6	1.4	2	9	0.2	10	5	12
CCC(=O)Nc1ccc(C(=O)N/N=C/c2cc(Br)c(OC)cc2OC)cc1	x	2	2	-0.7	10	-7	x	0	-8	29
COc1cc(OC)cc(-c2cc3cc(F)ccc3cn2)c1	-42	x	-5	-0.9	3	x	2.7	12	-3	-6
C[C@@H]1CN([C@H](C)CO)C(=O)CCCn2nncc2CO[C@@H]1CN(C)S(=O)(=O)c1ccccc1C#N	x	x	1	i	-4	x	0.8&0.9	-5	x	5
CCn1c(SCC(=O)N2CCc3ccccc3C2)nc2sc(C)c(C)c2c1=O	-21	5	2	-5.1	-3	39	-1.5	23	-3	-11
O=C(CN1CCc2ccccc2C1)NCc1ccco1	17	-1	-2	i	-6	18	x	6	-12	1
COc1ccc(C(=O)COC(=O)c2cc(=O)c3ccccc3o2)cc1	1	x	-9	i	10	x	9.6	4	-4	8
CC(C(=O)Nc1nc(-c2ccc(F)c(F)c2)cs1)N1C(=O)C2CC=CCC2C1=O (stereo unspecified)	1	x	-1	i	31*	x	-0.2	-5	-8	1
O=C(CCn1c(=O)[nH]c2ccsc2c1=O)N1CCN(c2cccc(Cl)c2)CC1	2	2	7	i	-9	5	x	-3	-5	2
C/C(=N\N1CCCCCC1)c1c(O)n(-c2ccccc2)c(=O)[nH]c1=O	x	-1	8	-0.3	6	6	x	7	2	-2
O=C(Nc1ncc(Br)s1)C1CCCN1S(=O)(=O)c1cccc2cccnc12 (stereo unspecified)	-8	2	-3	-0.1	3	30	0.8	3	5	9
CNC(=O)c1ccc(-c2ccc(OC)cc2)s1	-4	2	-7	-3.6	-246	7	x	10	3	4
Cc1cc(C)cc(-c2nnc(SCC(=O)Nc3cc(C)on3)o2)c1	-1	x	-1	i	-6	x	1.7	3	x	3

# Exported with values under each structure: 11 of the compounds above
# Screens in order: SSB-PriA inh	SARS 3CLpro inh	PrPC TRFRET	BH1578 lux ind	CCHFV vOTU inh	DUSP3 inh	TcdB GH inh	Yp Topo-I inh	Rv3671c inh	MazF activator
COc1ccc(CCNC(=O)CNC(=O)c2ccc3c(c2)OCO3)cc1OC
→ 2	4	2	i	-3	26	0.8	7	2	4
CCN(c1cccc(C)c1)S(=O)(=O)c1c(C)[nH]c(C)c1C(=O)N1CCCCC1
→ 3	1	-3	-0.5	10	-22	0.0	-8	3	3
COc1ccc(C(=O)OCC(=O)c2c(N)n(C)c(=O)n(C)c2=O)cc1OC
→ -9	0	-6	1.4	2	9	0.2	10	5	12
CCC(=O)Nc1ccc(C(=O)N/N=C/c2cc(Br)c(OC)cc2OC)cc1
→ x	2	2	-0.7	10	-7	x	0	-8	29
COc1cc(OC)cc(-c2cc3cc(F)ccc3cn2)c1
→ -42	x	-5	-0.9	3	x	2.7	12	-3	-6
C[C@@H]1CN([C@H](C)CO)C(=O)CCCn2nncc2CO[C@@H]1CN(C)S(=O)(=O)c1ccccc1C#N
→ x	x	1	i	-4	x	0.8&0.9	-5	x	5
CCn1c(SCC(=O)N2CCc3ccccc3C2)nc2sc(C)c(C)c2c1=O
→ -21	5	2	-5.1	-3	39	-1.5	23	-3	-11
O=C(CN1CCc2ccccc2C1)NCc1ccco1
→ 17	-1	-2	i	-6	18	x	6	-12	1
COc1ccc(C(=O)COC(=O)c2cc(=O)c3ccccc3o2)cc1
→ 1	x	-9	i	10	x	9.6	4	-4	8
CC(C(=O)Nc1nc(-c2ccc(F)c(F)c2)cs1)N1C(=O)C2CC=CCC2C1=O (stereo unspecified)
→ 1	x	-1	i	31*	x	-0.2	-5	-8	1
O=C(CCn1c(=O)[nH]c2ccsc2c1=O)N1CCN(c2cccc(Cl)c2)CC1
→ 2	2	7	i	-9	5	x	-3	-5	2

# Continued:
SMILES	SSB-PriA inh	SARS 3CLpro inh	PrPC TRFRET	BH1578 lux ind	CCHFV vOTU inh	DUSP3 inh	TcdB GH inh	Yp Topo-I inh	Rv3671c inh	MazF activator
Cc1ccc(C(=O)N2CCN(c3nc4ccccc4n3C)CC2)cc1	-11	-3	3	i	-7	46	2.5	7	1	6
CCc1ccc(/C=C\C(=O)N2CCc3ccccc3C2)cc1	-7	4	-5	i	8	12	x	20	-7	4
Cc1ccc(S(=O)(=O)N2CCCCC2)cc1NC(=O)CNCc1ccco1	0	6	-2	0.0	-5	19	1.2	4	-5	7
CC(C)NC(=O)CN1C(=O)CSc2ccc(S(=O)(=O)N3CCCC3)cc21	-14	-5	10	-0.3	6	63	-0.5	7	-4	-1
Cc1ccc(/C(O)=C2/C(=O)C(=O)N(CC(=O)O)C2c2ccc([N+](=O)[O-])cc2)cc1 (stereo unspecified)	x	2	-5	0.0	2	32	-0.2	0	10	9
O=[N+]([O-])c1cccc(COc2cccc(CN3CCOCC3)c2)c1	10	x	-19	-0.7	-9	x	1.1	9	x	-11
O=C(NC1CCSC1=O)C1CC(=O)N(c2ccc(F)cc2)C1 (stereo unspecified)	1	-2	1	-0.2	10	12	1.1	-2	-26	10
CCOc1ccc(C(=O)CCC(=O)N(CC)CC(=O)NCc2cccs2)cc1	-1	x	2	-14	-1	x	0.7	10	10	-8
S=c1[nH]nc(-c2ccco2)n1/N=C/C=C/c1ccco1	x	-1	-3	-0.2	1	-10	0.1	-8	6	-9
Cc1cc(C)c2c(=O)c(/C=C3\NC(=S)NC3=O)coc2c1	x	-3	4	x	-9	1	0.7	x	-6	x
CCC(=O)c1ccc(OCC(=O)OCC(=O)NC2CCCC2)cc1	-1	x	3	-1.4	8	x	1.9	2	5	10
Cc1nn(C(C)C(=O)N2CCCCC2)c(=O)c2c1sc1ccccc12 (stereo unspecified)	-6	1	0	i	-6	-2	x	11	3	7
COC(=O)c1ccccc1NC(=O)c1cc(-c2ccc(C)cc2)on1	-9	-4	x	i	x	21	x	2	-9	-1
CCOC(=O)c1c(N)sc(C(=O)N2CCCC2)c1C	-13	1	-1	5.3	3	-24	x	-4	6	-4
O=C(CNC(=O)c1cccs1)NCCc1ccco1	-13	x	-4	0.4	15	x	-0.2	-3	0	0
Cc1nc(N2CCCCCC2)c2ccccc2n1	-8	1	5	i	8	14	1.3	10	-5	21
CN(C)CCCN(C(=O)c1ccc(S(=O)(=O)N2CCCCCC2)cc1)c1nc2ccc(F)cc2s1	7&10	2	-10	-0.4	-2	5	2.1	5	-7	20
Cc1nnc(NC(=O)CSc2nnc(CC(=O)Nc3ccccc3F)n2C)s1	-6	-4	-3	-0.2	0	23	-0.4	8	0	6
CCN(C(=O)COC(=O)/C=C/c1c(C)nn(-c2ccccc2)c1C)C1CCS(=O)(=O)C1 (stereo unspecified)	-11	-3	-2	-0.7	16	13	1.6	10	-9	0
O=C1N(c2cccc(Cl)c2)C(c2ccc(Cl)cc2)N2CCCN12 (stereo unspecified)	-18	-1	4	-0.2	4	3	x	4	-11	4

# Screening data: PubChem BioAssay, several laboratories

# Some of the compounds tested; rates above refer to the full screens.
